High-throughput results (PubChem BioAssay)
aGal spleen mod: inhibits or activates alpha-galactosidase in human spleen homogenate; Potency, µM (highest dose often 80 µM), for inactives: top-dose activity change, negative = inhibition, usual class: inhibitors; AID 2107; hit rate 0.008% among 240,000; human spleen homogenate, 4MU-alpha-Gal fluorescence, 40 min;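 further: 0% = enzyme with vehicle and -100% = no enzyme basal signal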
Target sequence (P06280 32-429 limits assumed): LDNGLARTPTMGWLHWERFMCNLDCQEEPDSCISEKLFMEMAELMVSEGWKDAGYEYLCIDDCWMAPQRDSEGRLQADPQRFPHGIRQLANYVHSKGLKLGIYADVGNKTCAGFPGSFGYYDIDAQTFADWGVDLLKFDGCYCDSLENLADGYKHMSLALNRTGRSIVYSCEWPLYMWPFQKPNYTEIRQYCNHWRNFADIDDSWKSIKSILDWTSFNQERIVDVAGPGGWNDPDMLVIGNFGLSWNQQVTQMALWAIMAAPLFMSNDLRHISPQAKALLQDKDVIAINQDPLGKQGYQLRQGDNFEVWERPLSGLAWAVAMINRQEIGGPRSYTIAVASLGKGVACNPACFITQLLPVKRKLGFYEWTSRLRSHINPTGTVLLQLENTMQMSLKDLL
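Human spleen homogenate (1 ug) was the enzyme source, with 4-methylumbelliferyl-alpha-D-galactopyranoside (1 mM final) in pH 5.0 citrate buffer with 0.01% Tween-20. Compounds were titrated; after 40 min at 37C, NaOH/glycine stop, 4-MU fluorescence read; AC50 from Hill fits.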
Tau fluor cs: counter-screen for tau fibril formation inhibitors. tau K18 P301L Alexa594 fluorescence, heparin fibrillization. Potency, µM (series often up to 57.7 µM), inactives show top-dose activity change, negative = decrease. hit rate 0.93% among 280,000. AID 1463; further: on the % scale 0 is the no-effect control and ±100 the full control effect; nearly all actives have a fitted effect of over 55% in size
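Human tau K18 P301L (15 uM unlabeled, 0.24 uM Alexa 594-labeled) in 100 mM sodium acetate pH 7 with 20 uM heparin, 6 hr at 37 C. ThT 30 uM added, 1 hr ambient; Alexa 594 FP and total fluorescence read at 555/632 nm.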
GAA inhib: blocks human lysosomal alpha-glucosidase. P10253. purified human GAA, 4-MU-alpha-glucoside fluorescence. Potency, µM (top dose mostly 76.9 µM), without a hit: at the highest dose activity change, negative = inhibition, usual class: inhibitors. hit rate 0.005% among 200,000;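 further: plate controls were uninhibited enzyme wells for no effect and no-enzyme background for full effect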
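Fluorescence at Ex 365/Em 440 nm from 4-methylumbelliferone reported enzyme activity after 20 min at room temperature. Reactions used 4 nM enzyme and 400 uM substrate at pH 5.0; curves fitted with the Hill equation.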
HTT cytoprotect: cytoprotection in Huntington HTT-Q103 PC12 cell model; Potency, µM (doses to about 56.4 µM), without a hit: cytoprotection (ATP increase), actives largely listed as activators; AID 1471; hit rate 0.14% among 230,000; PC12 HTT-Q103 induced, cytoprotection, ATP luminescence, 40 h;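 further: % of control where 0% means no effect; nearly all actives have a fitted effect of over 45% in size; toxic huntingtin expression switched on by the ecdysone agonist tebufenozide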
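Quantitative HTS on tebufenozide-induced (100 nM) PC12 cells expressing HTTQ103 exon 1–GFP; compounds tested as a concentration series; survival measured via cellular ATP.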
Tau fibril FP: blocks human tau fibril formation measured by polarization; K18 P301L tau heparin fibrillization, Alexa594 FP, 6 h; Potency, µM (series often up to 57.7 µM), without a hit: top-dose activity, negative = inhibition, hits mostly inhibitors; hit rate 0.39% among 280,000; AID 1468; further: on the % scale 0 is the no-effect control and ±100 the full control effect; nearly all actives have a fitted effect of over 55% in size
Target sequence (P10636 561-689 P618L limits assumed): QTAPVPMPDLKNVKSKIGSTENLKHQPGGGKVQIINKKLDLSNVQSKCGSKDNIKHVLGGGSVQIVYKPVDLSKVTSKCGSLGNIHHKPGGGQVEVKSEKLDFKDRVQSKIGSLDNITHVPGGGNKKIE
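Compound effects on tau fibrillization are measured by Alexa 594 fluorescence polarization (ex 555, em 632 nm). K18 P301L tau is used at 15 uM with 0.24 uM labeled tracer, and 20 uM heparin induces aggregation over 6 hr at 37 C.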
aGlu spleen mod: inhibitors or activators of human alpha-glucosidase in spleen homogenate | human spleen homogenate, 4-MU-alpha-glucoside fluorescence | hit rate 0.006% among 240,000 | Potency, µM (titrated, usually from 79.9 µM), without a hit: top-dose activity change, negative = inhibition, most hits filed as inhibitors | AID 2112 | P10253;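 further: 0% = enzyme with vehicle and -100% = no enzyme basal signal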
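Human spleen homogenate (1 ug) incubated with compounds and 1 mM 4-methylumbelliferyl-alpha-D-glucopyranoside in pH 5.0 citrate/phosphate buffer, 37 C, 40 min. Stopped at pH 10; 4-MU fluorescence (Ex 365/Em 440 nm); AC50 by Hill fit.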
GAA glycogen: inhibitors or activators of human alpha-glucosidase glycogen cleavage; P10253; recombinant GAA, glycogen substrate, Amplex Red glucose oxidase fluorescence; Potency, µM (doses to about 76.4 µM), for inactives: top-dose activity change, negative = inhibition, actives largely listed as inhibitors; hit rate 0.38% among 300,000; AID 2100;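 further: 0% = full enzyme reaction and -100% = no-enzyme basal signal; the screen sought inhibitors and activators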
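Natural-substrate format: glycogen cleavage by 4 nM human enzyme, glucose read by Amplex Red coupling (Ex 573, Em 610 nm). Normalized to enzyme and no-enzyme controls.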
Tau fibril ThT: blocks human tau fibril formation measured by thioflavin T; P10636; recombinant tau K18 P301L (four-repeat tau fragment), heparin-induced fibrillization, ThT fluorescence; Potency, µM (highest dose often 57.4 µM), for the others: at the top dose activity, negative = inhibition, actives largely listed as inhibitors; hit rate 2.1% among 270,000; AID 1460; further: on the % scale 0 is the no-effect control and ±100 the full control effect; nearly all actives have a fitted effect of over 55% in size
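K18 P301L tau (15 uM + 0.24 uM Alexa 594-tagged), heparin 20 uM, NaOAc pH 7, 6 h 37 C; ThT 30 uM, 1 h RT, ex 450/em 510 nm.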
* marks the source's active call; other numbers are inactive results; ? = inconclusive; / = not tested or not shown; & = joins results of further samples; [ ] = remark or other dose. The call rests on the fitted dose curve; in most records, active means well fitted curve in the direction sought with a large enough effect; inconclusive means small, poorly fitted or top-dose-only effect, or another doubt; inactive means no such curve, though single readings can be large; an effect the other way counts as inactive or inconclusive. Potency means the concentration at half of the fitted maximal effect. Hits appear at their usual frequency; 3.3% or so of the library scored in one or more.

SMILES | aGal spleen mod | Tau fluor cs | GAA inhib | HTT cytoprotect | Tau fibril FP | aGlu spleen mod | GAA glycogen | Tau fibril ThT
COc1ccccc1CC(=O)NCC(c1ccco1)N1CCCCC1 (stereo unspecified) | 3% | -2% | 2% | -36%[inhibitor] | -8% | -1% | -2% | -1%
Cc1ccc(Cl)cc1N1CCN(S(C)(=O)=O)CC1 | 7% | -4% | -2% | 12% | -3% | -1% | 3% | -2%
Cc1ccc(C2NC(c3ccc(C)cc3)C(C)C(=NO)C2C)cc1 (stereo unspecified) | -30% | -16% | -10% | -11% | -4% | -13% | -13% | -15%
CCn1c(-c2ccc(-c3ccccc3)cc2)c[nH]c1=S | 5% | -29% | 2% | -29% | 2% | 3% | -16% | ?
C/C(=N\NC(=O)CNC(=O)C(c1ccccc1)c1ccccc1)c1ccc(C)cc1 | 2% | -2% | 1% | -2%[10 µM] | -9% | 1% | 15% | 1%
CCc1ccc(NC(=O)c2cc(-c3ccc(F)cc3)on2)cc1 | -5% | -4% | 1% | -24% | -3% | 5% | -3% | ?
CCC1=C(OC(=O)N(CC)CC)N2C(=O)OC(=NCCc3c[nH]c4ccccc34)[C@]2(C)[C@H]2C1=CC[C@H]1C(=O)NC(=O)[C@H]12 | -4%&-1% | -22%&-11% | / | -20% | 2%&5% | 2%&1% | -6% | ?
Cc1ccc(SCc2cc(=O)n3[nH]cnc3n2)cc1 | 4% | 2% | -2% | 5%[10 µM] | 4% | 3% | 4% | -2%
O=[n+]1cc(-c2ccc(F)cc2)n([O-])c2c1CCC2 | -5% | -3% | 1% | 12%[10 µM] | 5% | -5% | -3% | -3%
CCN1CCN(c2ccc(NC(=O)c3ccc4c(c3)OCO4)cc2)CC1 | 0% | -7% | 9% | 7%[10 µM] | 6% | -2% | -10% | -25%
CCOC(=O)C1C(=O)CC(C)(O)C(C(=O)OCC)C1c1ccc(OCC)cc1 (stereo unspecified) | 0% | 3% | 2% | 1% | 10% | -5% | -5% | -1%
NC(=O)c1nnn(-c2nonc2N)c1-c1ccc([N+](=O)[O-])cc1 | 1% | -6% | -6% | 9%[10 µM] | -6% | -8% | -7% | -3%
CC1=CSC2=NC(=O)/C(=C/c3cccc(OC(=O)c4ccco4)c3)C(=N)N12 | -12% | -7% | -4% | 5%[10 µM] | 8% | -12% | -20% | ?
CC(=O)c1c(C)oc2ccc(N(C(=O)c3ccncc3)S(=O)(=O)c3ccc(C)cc3C)cc12 | / | -12% | / | / | 11% | / | -11%[76.3 µM] | ?
O=c1c2ccccc2nc(-c2ccccc2)n1CCCn1ccnc1 | -7% | 2% | ? | -11% | -2% | -3% | -3% | -4%
CC(=O)N1N=C(c2ccc(C)cc2)CC1c1ccco1 (stereo unspecified) | -4% | -4% | 8% | ? | -1% | -3% | -1% | -3%
Cc1ccc(Sc2c(C(=O)NCc3cccc(F)c3)[nH]c3ccccc23)cc1 | / | -8% | / | / | -9% | / | -1%[76.3 µM] | -5%
O=C(NCCCc1nc2ccccc2n1Cc1ccc(F)cc1)C1CCCCC1 | / | -10% | / | / | -3% | / | 11%[76.3 µM] | -13%
COc1ccc(NC(=O)CNS(=O)(=O)c2ccc(Cl)cc2)cc1 | -15% | -3% | -3% | -10%[10 µM] | -2% | -12% | -19% | -2%
Cc1ccc(OCC(=O)Nc2ccc(S(=O)(=O)N(Cc3ccccc3)c3ccccc3)cc2)cc1 | / | -1% | / | / | ? | / | 4%[76.3 µM] | 12%
COc1ccc(C(=O)NCC(=O)NCC2COc3ccccc3O2)cc1 (stereo unspecified) | 5% | -5% | 0% | -4% | -4% | -3% | -3% | -6%
COc1ccc(CC(=O)Nc2nn(C)c3nc4c(C)cccc4cc23)cc1 | 6% | 1% | / | -23%[10 µM] | -10% | 0% | 7% | /
CCc1ccc(C(=O)OCC(=O)Nc2cccc(S(=O)(=O)NC3=NCCCCC3)c2)cc1 | -3% | -27% | -8% | -4%[10 µM] | -3% | -5% | 7% | -9%
CSCCC(NC(C)=O)C(=O)OCC(=O)N(c1ccccc1)c1ccccc1 (stereo unspecified) | -3% | 8% | 2% | 9%[10 µM] | 4% | -5% | 13% | 3%
CCN(C(C)=O)c1nnc(CSc2nc3ccccc3s2)s1 | 11% | -10% | -3% | -10% | 4% | -6% | 3% | -3%

Single entries from the entries so far:
Value of CC(=O)c1c(C)oc2ccc(N(C(=O)c3ccncc3)S(=O)(=O)c3ccc(C)cc3C)cc12 in GAA glycogen: -11%[76.3 µM]
Value of COc1ccccc1CC(=O)NCC(c1ccco1)N1CCCCC1 (stereo unspecified) in aGal spleen mod: 3%

Remaining list, next part:
Results follow in this order: aGal spleen mod, Tau fluor cs, GAA inhib, HTT cytoprotect, Tau fibril FP, aGlu spleen mod, GAA glycogen, Tau fibril ThT
COc1ccc2c(c1)CCc1c(C(=O)Nc3cc(C)ccc3O)noc1-2
 : /, ?, /, /, -12%, /, -5%[76.3 µM], ?
CN1CCC2(CC1)NC(=O)NC2=O
 : -16%, 3%, -2%, 5%, -4%, -11%, 0%, 2%
O=C1/C(=C/c2ccco2)Cc2ccccc21
 : 3%, -22%, 4%, -7%[10 µM], 0%, -2%, 0%, ?
NC(=O)C1(N2CCCCC2)CCN(C(=O)Nc2ccc(F)cc2F)CC1
 : /, -7%, /, /, -7%, /, -6%[76.3 µM], -2%
CCC(=NCCc1c(C)[nH]c2ccccc12)C1=C(O)CC(c2ccccc2)CC1=O (stereo unspecified)
 : -1%, 0%, -8%, -48%[inhibitor][10 µM], -1%, -15%, 4%, -2%
Cc1c2c(nc3ccccc13)CC(C)(C)CC2=O
 : 0%, 4%, 2%, -41%[inhibitor], 8%, 4%, 5%, 1%
CN(C)Cc1c(O)ccc2c1O/C(=C\C=C\c1ccccc1)C2=O
 : -4%, -16%, /, 22%[10 µM], 3%, -19%, 5%, ?
Cc1c(C(=O)OC/C(O)=C(\C#N)c2nc3ccccc3[nH]2)oc2ccc(Br)cc12
 : -7%, -20%, /, -12%[10 µM], 15%, 0%, 10%, ?
Cc1cc(C)c(C#N)c(SCc2[nH]nc3c2C(c2ccc(F)cc2)C(C#N)=C(N)O3)n1 (stereo unspecified)
 : 1%, ?, 10%, 26%[10 µM], -5%, -4%, -22%, ?
NS(=O)(=O)c1ccc(N2C(=O)C(=O)/C(=C(/O)c3ccccc3)C2c2ccc(Cl)cc2)cc1 (stereo unspecified)
 : -26%, -16%, /, -32%[10 µM], -6%, -7%, 0%, -12%
O=C(CS(=O)(=O)Cc1ccccc1)Nc1ccc(S(=O)(=O)N2CCCCCC2)cc1
 : -7%, ?, -7%, 22%, ?, -3%, -7%, 0%
CCCNC(=O)N[C@@H](CCSC)C(=O)OC
 : -3%, -5%, -5%, 0%, 4%, -3%, 5%, -2%
Cn1c(COc2ccccc2)nnc1SCC(=O)Nc1ccc(S(N)(=O)=O)cc1
 : 10%, -13%, -7%, -20%[10 µM], ?, -4%, -7%, -16%
COc1ccc(CNC(=O)c2cc3sccc3n2Cc2ccc(C)cc2)cc1
 : /, -25%, /, /, -14%, /, 2%[76.3 µM], -5%
CCCCCCCCCS(=O)(=O)N/N=C/c1cccc([N+](=O)[O-])c1
 : 17%, -8%, 3%, 12%, -15%, 9%, -6%, -2%
CC(NS(=O)(=O)c1ccc(OCC(=O)Nc2cccc([N+](=O)[O-])c2)cc1)c1ccccc1 (stereo unspecified)
 : 2%, ?, -9%, /, 4%, -12%, 8%, ?
COC(=O)[C@@H](NC(=O)O[C@@H]1C(=O)c2cc(Br)ccc2O[C@H]1c1cccc(OC)c1)C(C)C
 : 8%&-3%, -7%&-20%, -11%, 10%, 3%&0%, -2%&5%, -6%, ?
CCOC(=O)c1sc(Nc2cccc(C)c2C)nc1C
 : 9%, -17%, 3%, -10%, -1%, 0%, 0%, ?
Cc1nc2ccc(NC(=O)N(C(C)C)C(C)C)cc2s1
 : -13%, -14%, -4%, -15%, -6%, -2%, -1%, ?
O=C(Nc1cscc1S(=O)(=O)c1ccc(Cl)cc1)c1ccccc1Cl
 : -6%, ?, /, 5%[10 µM], -12%, -6%, 3%, -6%
O=C(C/C=N\OCc1ccc([N+](=O)[O-])cc1)Nc1ccc(Br)cc1
 : -1%, ?, 2%, 5%[10 µM], ?, -21%, -5%, -16%
COc1ccc2nc(SCC(=O)O)nc(C)c2c1
 : -2%, -1%, -6%, -2%, -2%, -7%, 3%, -4%

Structures listed so far containing fluorine:
Results follow in this order: aGal spleen mod, Tau fluor cs, GAA inhib, HTT cytoprotect, Tau fibril FP, aGlu spleen mod, GAA glycogen, Tau fibril ThT
CCc1ccc(NC(=O)c2cc(-c3ccc(F)cc3)on2)cc1
 : -5%, -4%, 1%, -24%, -3%, 5%, -3%, ?
O=[n+]1cc(-c2ccc(F)cc2)n([O-])c2c1CCC2
 : -5%, -3%, 1%, 12%[10 µM], 5%, -5%, -3%, -3%
Cc1ccc(Sc2c(C(=O)NCc3cccc(F)c3)[nH]c3ccccc23)cc1
 : /, -8%, /, /, -9%, /, -1%[76.3 µM], -5%
O=C(NCCCc1nc2ccccc2n1Cc1ccc(F)cc1)C1CCCCC1
 : /, -10%, /, /, -3%, /, 11%[76.3 µM], -13%
NC(=O)C1(N2CCCCC2)CCN(C(=O)Nc2ccc(F)cc2F)CC1
 : /, -7%, /, /, -7%, /, -6%[76.3 µM], -2%
Cc1cc(C)c(C#N)c(SCc2[nH]nc3c2C(c2ccc(F)cc2)C(C#N)=C(N)O3)n1 (stereo unspecified)
 : 1%, ?, 10%, 26%[10 µM], -5%, -4%, -22%, ?
